Assay outcomes: PubChem, The Scripps Research Institute Molecular Screening Center
TbREL1 primary = TbREL1 inhibition, primary screen; P86926; TbREL1 RNA ligation, FRET fluorescence; 89,000 tested, 0.49% active; AID 1117264; inhibition, % at 9.66 µM;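 active = inhibition above the mean inhibition across all screened compounds plus 3 SD, cut at about 11% in these data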;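 note: 0% = plate median of test wells and 100% = NSC42067 control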
Target sequence (P86926 whole entry, looked up): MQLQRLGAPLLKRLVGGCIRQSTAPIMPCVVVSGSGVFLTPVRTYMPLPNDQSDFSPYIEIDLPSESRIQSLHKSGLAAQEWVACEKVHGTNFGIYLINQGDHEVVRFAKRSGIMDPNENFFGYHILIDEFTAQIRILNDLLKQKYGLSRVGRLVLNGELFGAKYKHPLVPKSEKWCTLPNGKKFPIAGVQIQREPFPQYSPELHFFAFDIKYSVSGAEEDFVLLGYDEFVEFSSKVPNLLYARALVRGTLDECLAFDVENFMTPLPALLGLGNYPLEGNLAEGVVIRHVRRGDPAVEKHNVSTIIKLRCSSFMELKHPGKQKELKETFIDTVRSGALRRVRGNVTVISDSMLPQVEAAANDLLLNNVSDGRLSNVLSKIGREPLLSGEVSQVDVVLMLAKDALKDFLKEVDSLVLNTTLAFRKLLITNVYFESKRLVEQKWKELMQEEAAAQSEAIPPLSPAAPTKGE
The depositor's hits bear a star. Only part of the results is shown; count on the stated rates, not on these rows.

molecule | TbREL1 primary
Cc1nc(-c2ccccc2)sc1C1(C)CC(c2c(Cl)cccc2Cl)=NO1 (stereo unspecified) | 0
COc1cc(OC)c(OC)cc1CNC(=O)c1ccc(S(=O)(=O)N2CCCCC2)cc1 | -3
CCC(C(=O)Nc1ccc(C)cc1)c1ccccc1 (stereo unspecified) | 0
Cc1sc(NC(=O)CSc2n[nH]c(N)n2)c(C#N)c1C | 4
CN(CC(=O)Nc1cccc(F)c1)C(=O)c1ccc(COc2ccccc2)cc1 | -1
CN(C)c1ccc(C(=O)N2CCCC2)cc1 | -6
CCOc1ccc2nc(Cl)c(C3CC(c4ccco4)=NN3S(C)(=O)=O)cc2c1 (stereo unspecified) | -2
CCOc1cc(N2CCOCC2)c(OCC)cc1NC(=O)COC(=O)c1ccc([N+](=O)[O-])o1 | -6
O=C1/C(=C\c2ccncc2)CCc2ccccc21 | 1
CCOC(=O)C(C#N)C(Cc1ccccc1)c1ccco1 (stereo unspecified) | -1
O=C(CSC1=NCCS1)Nc1cccc2ccccc12 | -1
O=C(CC1SC(N2CCCCC2)=NC1=O)Nc1cccc(C(=O)O)c1 (stereo unspecified) | 5

Next section
molecule | TbREL1 primary
O=C(Nc1ccccc1Cl)c1ccccc1Cc1ccccc1 | 1
Cn1cnnc1SCC(=O)NC1CCCCCC1 | 0
O=C(Nc1ccccc1)Nc1nc2ncccn2c1-c1ccc(C(F)(F)F)cc1 | 5
CCN(CC)S(=O)(=O)c1ccc(Cl)c(OC)c1 | 5
Cc1cc(NC(=O)CSc2nnc(-c3ccco3)n2Cc2ccco2)no1 | -2
CC1=C(C(=O)N2CCCCCC2)CC(CC(=O)NCCc2ccccn2)C(=O)N1Cc1ccccc1 (stereo unspecified) | -3
CCCN(C(=O)c1cccc(S(=O)(=O)N2CCN(C)CC2)c1)c1c(N)n(Cc2ccccc2)c(=O)[nH]c1=O | 3
NC(=O)COC(=O)C1CSC2(c3ccc(F)cc3)CCC(=O)N12 (stereo unspecified) | 2
CCc1ccccc1SCc1noc(C(=O)NCC2CCCO2)c1C(=O)O (stereo unspecified) | 2
CCN(C(=O)COC(=O)C1CCN(S(=O)(=O)c2cccs2)CC1)c1ccccc1 | 4
CCOC(=O)c1ccc(NC(=O)c2cc(=O)[nH]c3ccccc23)cc1 | -2
OCCC1CN(Cc2cccnc2)CCN1CCc1ccccc1 (stereo unspecified) | 1

Later entries.
molecule | TbREL1 primary
Cc1ccccc1NC(=O)Cc1nc(COC(=O)C(NC(=O)c2ccccc2C)C(C)C)cs1 (stereo unspecified) | 7
COc1ccc(/C(C)=N/N=C(N)N)c(OC)c1 | 6
CC1C=CCC2C(=O)N(c3cccc(C(=O)NCCc4ccccc4)c3)C(=O)C12 (stereo unspecified) | 4
Cc1cc(/C=C2/C(=N)N3C(c4ccccc4)=CSC3=NC2=O)c(C)n1-c1ccc(Cl)cc1 | 3
O=C1c2cccc3c([N+](=O)[O-])ccc(c23)C(=O)N1CC1CCCO1 (stereo unspecified) | 9
O=C(NCC1CCCO1)C(c1ccc(F)cc1)N(CC1CCCO1)C(=O)c1ccc(-c2ccccc2)[nH]1 (stereo unspecified) | -6
COc1ccccc1NS(=O)(=O)c1cc(NC(=O)CN2C(=O)NC3(CCCCC3)C2=O)ccc1C | 1
O=C(CN1c2cccc3cccc(c23)S1(=O)=O)N1CCCCC1 | 1
Cn1cccc1C(=O)NNC(=O)COc1ccc(Br)cc1 | 0
CC(OC(=O)C(NC(=O)c1ccco1)C(C)C)C(=O)Nc1ncc(Cl)cc1Cl (stereo unspecified) | 4
Clc1ccc2c(N/N=C/c3cccnc3)ccnc2c1 | 1
Cc1ccc(C2=NN(S(C)(=O)=O)C(c3ccc4c(c3)OCO4)C2)cc1 (stereo unspecified) | -3

Following part:
molecule | TbREL1 primary
CCC(c1nnnn1C1CCCC1)N1CCN(C/C=C/c2ccccc2)CC1 (stereo unspecified) | -2
CC1=NN(C(=O)Cc2ccc([N+](=O)[O-])cc2)C(O)(C(F)(F)C(F)(F)F)C1 (stereo unspecified) | 2
CCCCn1nnnc1SCC(=O)Nc1ccc2c(c1)OCO2 | 4
CC(C)c1ccc(NC(=S)NN(c2ccccc2)c2ccccc2)cc1 | -2
FC(F)(F)c1ccccc1Cc1c(-c2ccco2)nc2ccc(Cl)cn12 | 0
COc1cccc(OC)c1C(=O)Nc1ccccc1C(=O)N1CCOCC1 | 1
CCC(=O)c1ccc(OCc2ccc(C(=O)OC)cc2)c(OC)c1 | -3
CCOc1ccc(Br)cc1S(=O)(=O)NC(=O)c1ccccc1 | -2
O=C1c2ccccc2C(=O)N1S(=O)(=O)c1ccccc1 | -1
CC(C)c1nc2ccccc2c2nnc(SCC(=O)NCc3ccco3)n12 | 3
Cc1ccc(Oc2ccc(S(=O)(=O)Nc3ccc(C(=O)O)cc3)cc2)cc1 | 2
COC(=O)C1=C(C(=O)OC)SC(=C2C(=S)C(C)(C)N(C(=O)C3CC3)c3ccccc32)S1 | -2

An excerpt from above in order of length of the SMILES, rising:
molecule | TbREL1 primary
O=C1c2ccccc2C(=O)N1S(=O)(=O)c1ccccc1 | -1
CCOc1ccc(Br)cc1S(=O)(=O)NC(=O)c1ccccc1 | -2
CCC(=O)c1ccc(OCc2ccc(C(=O)OC)cc2)c(OC)c1 | -3
CC(C)c1ccc(NC(=S)NN(c2ccccc2)c2ccccc2)cc1 | -2
CC(C)c1nc2ccccc2c2nnc(SCC(=O)NCc3ccco3)n12 | 3
CC1=NN(C(=O)Cc2ccc([N+](=O)[O-])cc2)C(O)(C(F)(F)C(F)(F)F)C1 (stereo unspecified) | 2
COC(=O)C1=C(C(=O)OC)SC(=C2C(=S)C(C)(C)N(C(=O)C3CC3)c3ccccc32)S1 | -2

The list continues.
molecule | TbREL1 primary
ONC(=Nc1ccc(Cl)cc1)c1ccc(Cl)cc1 | -1
CCCN1CCC(=O)N([C@H](CSc2ccc(C)cc2)Cc2ccccc2)CC1 | -1
COP(=O)(O)C[C@@H]1CCc2cc(C)cc([C@H](CC(C)C)NC(=O)OCc3ccccc3)c2O1 | 6
COc1cccc(-n2c(Cc3cc(=O)[nH]c(=O)[nH]3)nnc2SCC(=O)N2CCC(C)CC2)c1 | 5
COc1ccc(/C(C)=N/NC(=O)Cc2cc(=O)[nH][nH]2)cc1OC | -1
Cc1cc(NC(=O)CSc2nnc(-c3ccco3)n2C)no1 | 0
COc1cccc(CNC(=O)C2CCN(c3nc(OC)nc(OC)n3)CC2)c1 | 0
O=C(CN1CCOCC1)NNC(=S)Nc1ccc(Cl)cc1 | -2
Cc1ccc(S(=O)(=O)N2CCC(=O)N(CCOC(=O)Nc3ccc(F)cc3)CC2)cc1 | 0
CCc1cc(-c2n[nH]c(=S)n2N)n(C)n1 | -5
COc1ccc(C(=O)C(OP(=O)(OC)OC)c2ccccc2OC)cc1 (stereo unspecified) | 1
O=C(CC(c1ccc(F)cc1)c1ccco1)Nc1nccs1 (stereo unspecified) | 4

Molecules from the list above with a cyano group:
molecule | TbREL1 primary
Cc1sc(NC(=O)CSc2n[nH]c(N)n2)c(C#N)c1C | 4
CCOC(=O)C(C#N)C(Cc1ccccc1)c1ccco1 (stereo unspecified) | -1

Three of the compounds above, field by field:
CCOc1ccc(Br)cc1S(=O)(=O)NC(=O)c1ccccc1
  TbREL1 primary = -2
O=C1c2ccccc2C(=O)N1S(=O)(=O)c1ccccc1
  TbREL1 primary = -1
CC(C)c1nc2ccccc2c2nnc(SCC(=O)NCc3ccco3)n12
  TbREL1 primary = 3

(more compounds)
canonical_smiles	TbREL1 primary
CC(=O)C1=C(O)CCCC1=NCc1nc2ccccc2[nH]1	4
O=C1NC(Cc2ccc(O)cc2)c2nc3ccccc3c(=O)n2-c2cc(Cl)ccc21 (stereo unspecified)	4
N#Cc1c(-c2cccc(Cl)c2)[nH]c(=S)[nH]c1=O	-2
Cc1cccc(C)c1NC(=O)CNC(=O)C1CCCC1	0
COc1ccccc1CCCNC(=O)C1CCC(=O)N(Cc2ccccc2F)C1 (stereo unspecified)	6
COc1ccc(Cl)cc1Nc1cc(C)nc2nc(C)nn12	0
COc1ccc(NS(=O)(=O)c2ccc(N3CCOCC3)c(NC(=O)c3ccccc3Cl)c2)cc1	-3
COc1ccc(CNC(=O)c2cn(Cc3ccc(S(=O)(=O)N(C)C)cc3)c(=O)s2)cc1	2
COc1ccc(C2C(C(=O)N3CCN(c4ccccc4C)CC3)CC(=O)N2c2ccc(OC)cc2)cc1 (stereo unspecified)	1
CCC1(C(=O)OC)NC(c2cccc(F)c2)C2C(=O)N(C)C(=O)C21 (stereo unspecified)	9
OC(c1ccccc1)(c1nc(-c2cc(F)cc(F)c2)cs1)C(F)(F)F (stereo unspecified)	8
CCOC(=O)c1c(C)oc2c1c(C=NC1CCS(=O)(=O)C1)c(O)c1ccccc12 (stereo unspecified)	0
O=C(NCCc1c[nH]c2ccccc12)OCc1cn(Cc2cccc(F)c2F)nn1	0
Cc1ccc(NC2SC(=O)N(Cc3cccc(C(=O)O)c3)C2=O)c(C)c1 (stereo unspecified)	2
CC[C@@]12C(=O)N(c3cccc(Br)c3)C(=O)N1[C@H](c1ccc(Cl)cc1)[C@@H]1C(=O)N(C3CCCCC3)C(=O)[C@@H]12	-1

Next results follow:
canonical_smiles	TbREL1 primary
CCOc1ccc(OCCCC(=O)ON=C(N)c2ccccc2Cl)cc1	3
COc1ccc2c(c1)[C@H]1[C@H](CO2)[C@H](c2ccccc2)[C@]2(C)C(=O)Nc3ccc(Br)cc3C(=O)N12	1
Nc1ccn([C@@H]2O[C@H](COS(=O)(=O)O)[C@@H](O)[C@H]2O)c(=O)n1	-1
CCCC(O)(CCN1CCOCC1)c1ccc(Cl)cc1 (stereo unspecified)	6
CN(C)S(=O)(=O)N1CCN(S(=O)(=O)c2ccccc2)CC1	-1
O=C(c1ccc(Cl)cc1)c1c[nH]c(C(=O)NNc2cccc(Cl)n2)c1	0
CNC(=O)COC(=O)c1ccc(OCC(=O)Nc2ccccc2OC)c(OC)c1	1
COc1cccc(CNC(=O)CCS(=O)(=O)c2cccc3nsnc23)c1	-1
COc1ccc(-c2cc3ccc(OCc4nn[nH]n4)cc3oc2=O)cc1	-5
O=C(c1ccccc1F)N1CCN(c2ccc([N+](=O)[O-])c(NCc3cccnc3)c2)CC1	-3
CCOC(=O)C1CCN(C(=O)c2cc3cc4cc(OC)ccc4nc3o2)CC1	-2
CC(=O)N1c2ccccc2N=C(c2ccc(C(F)(F)F)cc2)C1C(=O)NC1CCCC1 (stereo unspecified)	1
CCOC(=O)Cn1c(=O)oc2cc(S(=O)(=O)NCCC(C)C)ccc21	0
C[C@H]1[C@@H](OC(=O)Oc2ccc([N+](=O)[O-])cc2)CC[C@@]23CCCN2C(=O)CCC[C@@H]13	-2
COc1ccc(CC(=O)Nc2cc(C)ccn2)cc1	2

Other compounds.
canonical_smiles	TbREL1 primary
Cc1nn(-c2ccc(Cl)c(Cl)c2Cl)c(=O)c2ccccc12	0
Cc1cc2c(cc(C(=O)OCC(=O)NC3CCCCC3)n2C)o1	-1
CCC(=O)N1CCCC(C(=O)Nc2nc3ccccc3[nH]2)CC1 (stereo unspecified)	2
CCC(=O)N1N=C(c2ccc(NS(C)(=O)=O)cc2)CC1c1ccc(C)cc1 (stereo unspecified)	-1
Cc1ccc(NC(=O)Cn2cc(S(=O)(=O)c3ccc(C)cc3)c(=O)c3cc(F)ccc32)cc1	-1
NC(=O)C1CCCN(C(=O)c2ccc(-c3cccc(Cl)c3Cl)o2)C1 (stereo unspecified)	3
COc1ccccc1N(CC(=O)N(C)Cc1ccccc1)S(=O)(=O)c1cccs1	-3
CN(C)C(=O)COc1ccc(C(=O)/C=C/c2cccnc2)cc1	8
Cc1ccc(C(=O)Nc2c(C)cc(-c3ccccc3)oc2=O)cc1	-2
Cc1cc(C(=O)NCCCN(C)C)c2ccccc2n1	4
O=C(CCC1COc2ccccc2O1)Nc1cccnc1 (stereo unspecified)	1
CCCN(CCC)CCCNC(=O)c1cn(CCOC)c(=O)c2c1c1ccccc1n2C	-1
CCOC(=O)C1=C(C)NC(=S)NC1c1ccc(-c2ccc(Cl)cc2)o1 (stereo unspecified)	-3
Cc1cc(C)cc(N(CC(=O)Nc2cccc(C)n2)S(=O)(=O)c2c(C)noc2C)c1	1
CCOc1ccc(S(=O)(=O)NC2=NCCCCC2)cc1	7

Further compounds.
canonical_smiles	TbREL1 primary
CN1CCN(CCCNC(=O)c2cn(C)c3ccc(S(=O)(=O)N(C)C)cc3c2=O)CC1	2
COc1ccc(NC2(c3ccc(Cl)cc3)C(=O)c3ccccc3C2=O)cc1	-1
CCOc1ccccc1CNCCN1CCOCC1	-1
O=C(NC1CCCC1)c1cc(-c2ccc(Cl)cc2Cl)on1	4
CCCc1ccc(C(=O)[C@@H]2[C@@H](C(C)=O)N3c4ccc(F)cc4C=C[C@@H]3[C@@]23C(=O)Nc2ccccc23)cc1	-2
CC(C)CC(=O)Nc1nnc(S(=O)(=O)N2c3ccccc3CC2C)s1 (stereo unspecified)	-1
Cc1ccccc1NS(=O)(=O)c1ccc(NC(=O)c2ccco2)cc1	-2
N#Cc1c2ccc([N+](=O)[O-])cc2[n+]([O-])n1-c1ccccc1	-1
O=C(COc1ccccc1)Nc1cc(S(=O)(=O)N2CCOCC2)ccc1N1CCCC1	-1
COc1ccc(C2=NOC(Cn3nc(-c4ccccc4)cc3C(=O)O)C2)cc1 (stereo unspecified)	4
C[C@H](c1ccccc1)N1C[C@@H](COCc2ccccc2)Oc2cc(N3CC[C@@H](O)C3)ccc2S1(=O)=O	-4
COc1cc(OC)cc(C(=O)NC(C(=O)O)C23CC4CC(CC(C4)C2)C3)c1 (stereo unspecified)	4
COC(=O)Nc1ccc(S(=O)(=O)N(C)C)cc1	-3
CCOc1ccc(NC(=O)CN(C)C(=O)C2CC(=O)N(CCc3ccccc3)C2)cc1OCC (stereo unspecified)	0
O=C(NCCNC(=O)c1ccco1)c1ccc(Cl)c(Cl)c1	-2

(next part)
canonical_smiles	TbREL1 primary
CCOc1cccc(C(=O)Nc2cc(C)ccc2NC(=O)c2ccco2)c1	-1
CCCCCC(=O)Nc1cc(S(=O)(=O)N2CCCCC2)ccc1N1CCOCC1	-2
COc1ccc(CCN(C)C2CC(=O)N(c3ccccc3)C2=O)cc1OC (stereo unspecified)	-2
CSc1nc2ccc(NS(=O)(=O)c3c(Cl)cccc3Cl)cc2s1	-1
